# Screening results (PubChem BioAssay)
# iPSC survival up: enhancers of single-cell hiPSC survival, primary screen, ATPlite luminescence | 0.044% of 360,000 active | 100% = ROCK inhibitor wells, 0% = DMSO | survival enhancement, % at 20 µM; in the data active means survival enhancement above about 18%;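 further: cells exposed to compounds for 16 hours before the ATP read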
# TRPM1 prom inh: inhibitors of MITF-dependent TRPM1 promoter reporter, primary screen, cell-based, SK-MEL-5, single point, luciferase | SK-MEL-5 TRPM1 promoter luciferase, 24 h | inhibition, % at 12.5 µM | 0.83% of 330,000 active | AID 488899, 2010;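 active means mean inhibition across replicates of 60% or more, whatever share of single replicates reaches that level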; further: values of inactives mirror those of a sister screen read the other way
# CF NFkB block: inhibitors of PAF-induced NF-kB signaling, primary screen, cell-based, GFP fluorescence, uHTS | KKLEB NF-kB-GFP reporter, GFP fluorescence overnight | 0.86% of 360,000 active | inhibition, % at 5 µM | AID 588850, 2011;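 active means at least 50% inhibition at 5 µM, scaled per plate between neutral and stimulator controls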;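 further: PAF is a Pseudomonas aeruginosa culture filtrate used as stimulus; plate controls were PAF-stimulated DMSO wells for no effect and unstimulated DMSO wells for full effect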
# NR2E3 ag-1: NR2E3 agonists in two-hybrid cells, primary screen, cell-based, luminescence, CHO-S, Gal4-NCOR/VP16-NR2E3; inhibition of corepressor binding, % at 3.98 µM; AID 602229, 2012; Photoreceptor-specific nuclear receptor (Homo sapiens), Q9Y5X4; 0.35% of 360,000 active; luciferase;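 active means inhibition above the mean of all tested compounds plus 3 SD, cut at about 70% in these data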;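 further: 0% = DMSO with NR2E3 transfected cells and 100% = cells lacking NR2E3 construct; higher means lower luciferase signal from less NR2E3 corepressor binding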
# Target sequence (Q9Y5X4 whole entry, looked up, the tested form may be a part): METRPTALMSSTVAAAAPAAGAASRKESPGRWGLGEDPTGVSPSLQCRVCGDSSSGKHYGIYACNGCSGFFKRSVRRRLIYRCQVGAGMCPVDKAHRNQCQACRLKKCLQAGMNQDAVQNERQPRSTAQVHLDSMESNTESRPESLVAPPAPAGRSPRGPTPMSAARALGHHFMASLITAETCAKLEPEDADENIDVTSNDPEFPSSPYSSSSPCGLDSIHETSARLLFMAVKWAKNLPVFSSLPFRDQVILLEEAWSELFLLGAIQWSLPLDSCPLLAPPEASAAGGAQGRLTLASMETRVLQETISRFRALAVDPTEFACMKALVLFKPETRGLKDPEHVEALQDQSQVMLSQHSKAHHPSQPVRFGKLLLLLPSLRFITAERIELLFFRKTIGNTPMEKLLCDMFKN
# HIF-2a inh: HIF-2a reporter inhibitors, primary screen, luminescence, 786-0 RCC cells; 786-0 RCC cells HIF-2a reporter, luciferase luminescence, overnight; inhibition, % at 18.8 µM; 0.72% of 360,000 active; AID 624352, 2012;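 active means inhibition of the luminescence signal of 40% or more relative to plate controls, in a single-dose primary screen at 18.75 µM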
# Peg3 promoter: Peg3 promoter-driven luciferase inhibitors, primary screen, cell-based, HeLa, luciferase luminescence | AID 588405, 2011 | HeLa PEG-Prom luciferase reporter, overnight | 1.7% of 360,000 active | inhibition, % at 20 µM;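 active means inhibition of at least 50% at 20 µM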
# NR2E3 ag-2: inhibitors of NR2E3-RetCOR corepressor binding, primary screen, NR2E3 agonist project, biochemical, TR-FRET, GST-NR2E3, biotin-RetCOR; Photoreceptor-specific nuclear receptor (Homo sapiens), Q9Y5X4; 1536-well; inhibition of corepressor binding, % at 4.78 µM; 0.12% of 320,000 active; AID 2300, 2010;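 active means percent inhibition above the cutoff of mean plus 3 SD of all tested compounds, set per screening campaign, cut at about 20% in these data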;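 further: 0% = DMSO wells and 100% = biotin wells as full block of FRET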
#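 Material: NR2E3–RetCOR corepressor complex / Amount: 1.35 nM GST-NR2E3 / Medium: Tris pH 7.5 / Compound: single nominal compound dose of 4.8 µM / Incubation: 5 h at 4 °C / Technique: TR-FRET, Eu(K)-anti-GST donor, streptavidin-D2 acceptor, ex 340, em 617/671 nm / Read-out basis: percent loss of FRET ratio relative to control wells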
# aDG glyco act: activators of alpha-DG glycosylation, primary screen, uHTS, Pro5-aDG cells, AlphaScreen; alpha-DG glycosylation AlphaScreen (IIH6); 0% Pro5, 100% B10-LARGE cell signal; activation, % at 10 µM; 0.22% of 360,000 active; AID 624168, 2012;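 active means activation of at least 8% versus controls, or a plate z-score of at least 8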;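 further: Pro5 are CHO cells carrying HIG-tagged alpha-DG that lacks glycosylation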
# Shn3 3UTR inh: reduction of Shn3 3'UTR firefly luciferase signal, primary screen, Schnurri-3 inhibitor project, cell-based, Clone20 osteoblasts, set 2. 0.52% of 360,000 active. AID 588674, 2011. inhibition, % at 12.5 µM. Clone20 osteoblast Shn3 3'UTR firefly luciferase, 24 h;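 active means mean inhibition of at least 75% with every replicate also reaching 75%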;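 further: 0% = median of neutral control wells and 100% = pilot-screen positive control compound; some compounds past the cut are filed as inactive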
# KKLEB tox: cytotoxicity in KKLEB CF airway cells, primary screen, cytotoxicity control for CF NF-kB inhibitor project, cell-based, uHTS, fluorescence assay plates; KKLEB CF airway cells viability, ATPlite luminescence, overnight; active compounds read low; cells stimulated with P. aeruginosa culture filtrate; activity change (cytotoxicity), % at 5 µM; 0.36% of 360,000 active; AID 602141, 2011;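 active means corrected activity change at or below -50% at 5 µM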
# TWEAK-Fn14 inh: inhibitors of TWEAK-Fn14 signaling, primary screen, luciferase reporter cells, uHTS. inhibition, % at 10 µM. TWEAK-stimulated Fn14 reporter cells, luciferase luminescence, 8 h. AID 1159606, 2016. 2% of 360,000 active; in the data active means inhibition above about 50%
# * hit, by the source's call; . = no result given; & = joins results of further samples; ! = not active in a repeat. Random draw from the library, and some 4.4% of all compounds hit somewhere here.
SMILES,iPSC survival up,TRPM1 prom inh,CF NFkB block,NR2E3 ag-1,HIF-2a inh,Peg3 promoter,NR2E3 ag-2,aDG glyco act,Shn3 3UTR inh,KKLEB tox,TWEAK-Fn14 inh
COc1cccc(C2CC(c3ccccc3Cl)n3nnnc3N2)c1 (centres undefined),0.6,-1,10,-25,26,29,-1,0.2,-1,-9,2
Cn1c(NC(=O)c2cccnc2)nc2ccccc21,-1.5,-47,-16,-97,-254,-204,3,-0.2,-72,6,-29
CCCS(=O)(=O)NC(=O)C1(C)CCN(C(=O)Cc2cccc(OC)c2)C1 (centres undefined),1.1,.,-20,-15,-1,0,.,0.0,-10,23,11
CCCN1CCN(c2nc(-c3cccs3)nc3ccccc23)CC1,-0.6,7,-1,-9,10,-4,1,0.2,1,2,-3
CC(C)c1nnc(NC(=O)c2ccc(N3C(=O)CCC3=O)cc2)s1,1.1,-14,-46,-14,-26,-10,0,0.0,-34,15,-21
COc1ccc(C2(C(=O)N3CCOCC3)CCOCC2)cc1OC,-0.5,4,0,4,12,18,3,0.2,-5,-18,-10
COc1ccc(C(=O)/C=C/c2ccsc2)cc1CSCC(=O)O,-0.1,10,20,-5,1,2,5,0.0,8,0,-13
COc1ccccc1CN1C(=O)c2ccccc2C1C(=O)NC1CCC(C)CC1 (centres undefined),2.2,-6,-2,5,13,-7,-3,-0.1,-17,8,5
Cc1ccc(-c2nnc(N3CCN(C(=O)c4cccs4)CC3)c3ccccc23)cc1,-0.2,18,9,-8,36,30,4,0.2,38,4,10
CCOC(=O)c1cccc(NC(=O)C2CCCN(S(=O)(=O)c3c(C)n[nH]c3C)C2)c1 (centres undefined),-1.1,14,18,0,17,36,3,0.2,5,-10,12
O=C(CSc1ncn[nH]1)Nc1nsc(-c2ccccc2)n1,-0.2,-3,4,-24,-51,-114,3,-0.1,-19,16,-28
CC1Cc2ccccc2N1C(=O)CSc1nnc(-c2ccccc2)c(-c2ccccc2)n1 (centres undefined),-1.5,25,-5,-18,2,29,0,0.6,25,5,29
O=C(OCc1nc2ccccc2s1)c1ccco1,-0.3,51,-18,-73,-263,-122,-3,0.1,-120,6,18
CCOC(=O)CCn1c(=S)n(CCC(=O)OCC)c2ccccc21,-0.5,8,9,17,8,11,6,0.2,2,2,-10
COc1cc2nnn(-c3ccncc3)c2cc1OC,-0.7,.,15,1,11,0,.,0.0,6,-13,2
O=C(CN(Cc1ccccc1)S(=O)(=O)c1ccc2c(c1)OCCO2)N/N=C/c1cccc(Br)c1,-1.0,5,-21,4,18,27,-1,-0.4,-4,18,24
CCCCN1C(=O)C(CC(=O)NCCCN(C)C)CC(C(=O)N(C)C)=C1C (centres undefined),3.8,.,-24,-37,3,3,.,0.2,-15,33,2
COC(=O)c1ccc(CN2CCN(CC(C)C)C(CCO)C2)cc1 (centres undefined),-0.7,1,11,-10,14,14,0,0.0,6,1,1
O=C1NC[C@@H](CCCCN2C[C@H](Cc3ccc(O)cc3)N(CC3CCCCC3)C(=O)C2=O)N(CCC2CCCCC2)C1=O,3.2,.,.,-9,-4,.,.,-0.4,.,.,12
Cc1cccc(C(=O)OCC(=O)NC(=O)NCc2ccccc2)c1,-0.5,-3,25,-12,-2,-16,2,0.0,26,-5,15
COc1ccc(C(C#N)Nc2ccccc2C)cc1 (centres undefined),6.2,-1,8,5,3,-1,-1,0.0,7,2,-1
CCOC(=O)N1CCN(C(=O)CNC(=O)Cc2ccc(Cl)cc2)CC1,1.7,0,16,-3,17,20,-1,0.0,-9,3,33
C[C@H]1O[C@H](C2CCCC2)CC2=C1C(=O)OC(C)(C)O2,0.9,.,.,-24,12,.,.,0.0,.,.,-9
Cc1cc(/C(N)=N/OC(=O)Nc2cccc(C(F)(F)F)c2)no1,-0.6,-30,12,-8,-1,-7,3,-0.2,-3,-3,9
CCc1ccc(/C=N/NC(=O)c2cc(-c3ccccc3OC)nc3ccccc23)s1,-4.0,12,-20,-5,11,25,2,0.1,-4,7,17
COc1ccc(CN2CCSCC2)c(OC)c1C,1.3,7,4,-21,23,-5,.,0.0,3,1,-8
Cn1cnnc1-c1cccc(NS(=O)(=O)c2ccc(N3CCCC3=O)cc2)c1,-1.3,-5,8,-8,6,-11,3,-0.1,7,-6,20
Cc1noc(C)c1NC(=O)N(C)C[C@H]1OCCCC[C@@H](C)Oc2ccc(NC(=O)c3ccccc3)cc2C(=O)N([C@H](C)CO)C[C@@H]1C,0.0,.,-30,-11,5,2,.,-0.3,-13,12,-8
Cc1ccccc1N(Cc1cc(=O)[nH]c2ccccc12)C(=O)CCl,0.9,54,34,6,27,58*,0,0.2,12,-11,70*
Cc1ccccc1Cn1c(CN2CCN(C(=O)c3ccco3)CC2)nc2c1c(=O)n(C)c(=O)n2C,-0.8,0,22,10,19,0,0,-0.2,-9,6,-6
O=C(NCCc1c[nH]c2ccccc12)OC1CC2CC1[C@H]1CCCCN1C2=O (some centres undefined),0.3,.,.,-3,12,.,.,0.7,.,.,-1
Cc1csc(NC(=O)C(C)Oc2ccc(Cl)cc2C)n1 (centres undefined),0.2,-24,5,-7,-76,-56,2,0.1,-4,0,9
C=CCc1cc(C)ccc1OCC(O)CN1CCN(c2ccccc2)CC1 (centres undefined),-2.0,2,11,-9,14,16,2,0.0,15,-8,20
CCC(Cc1ccccc1)NS(=O)(=O)c1c(C)nc2scc(C)n2c1=O (centres undefined),0.1,-3,5,8,7,4,4,0.2,-1,1,20
CCCSc1nsc(SCCC)c1C(N)=O,3.7,-8,-2,-12,-32,-20,1,0.0,-34,-8,-19
O=[N+]([O-])c1ccccc1Nc1ccccc1[N+](=O)[O-],7.7,0,5,-20,-2,7,.,-0.5,2,6,8
CCNC(=S)NS(=O)(=O)c1ccc(CC)cc1,4.9,11,12,-21,-7,4,5,-0.1,-13,-1,-18
COc1ccc(Nc2nc(N)nc(CSC(=S)N3CCOCC3)n2)cc1,1.1,-28,10,-47,-146,-126,-1,0.3,-8,0,-31
OCC1(CCOc2ccccc2)CCN(Cc2ccccc2C(F)(F)F)CC1,-0.5,-11,21,-8,-2,14,1,0.0,4,-12,1
O=C(CSc1nc(-c2ccccc2)c(-c2ccccc2)[nH]1)NCCN1C(=O)CSC1=O,3.9,29,8,-14,36,31,3,0.2,-12,-13,11
Cc1cccc(Nc2nc(N)c([N+](=O)[O-])c(N3CC(C)OC(C)C3)n2)c1 (centres undefined),-0.6,6,13,20,11,23,-4,-0.1,27,-8,2
CCC(=O)N(NC1=NS(=O)(=O)c2ccccc21)S(=O)(=O)c1ccc(C)cc1,1.5,13,-15,-6,12,6,-1,0.5,-13,-3,13
CCc1nc2ccccc2n1CCC(C)C,-0.7,-5,-5,8,2,6,-5,0.1,-3,-12,-5
CCOC(=O)NC(Nc1nnc(C)s1)(C(=O)OCC)C(F)(F)F (centres undefined),-2.2,-5,-2,-6,19,2,-2,0.0,-9,1,14
C[C@H](CO)N1C[C@H](C)[C@H](CN(C)C(=O)c2ccc3ccn(C)c3c2)OCc2cnnn2CCCC1=O,0.1,.,10,-5,4,3,.,-0.1,-13,-27,-7
CCN(CC)Cc1cc(O)c(CN(CC)CC)cc1O,-1.4,-5,6,-13,23,4,.,0.2,-1,-4,15
COCCNC(=O)c1cn(Cc2c(F)cccc2Cl)nn1,1.6,9,-16,1,-5,-4,0,-0.1,-23,0,1
COc1cc(S(=O)(=O)Nc2ccc(C(=O)NCC(=O)O)cc2)ccc1NC(C)=O,0.5,10,22,-32,8,18,1,-0.1,8,-2,2
CC(C)(C)c1ccc(C(=O)NCCCNC(=O)c2ccccn2)cc1,-0.4,-6,4,-11,-42,-12,0,-0.2,-7,-1,-3
COc1cc(C(=O)NCCC2=CCCCC2)cc(OC)c1OC,0.5,6,-10,-13,2,9,-2,-0.1,1,11,3

# 3 entries from above, arranged by the value under HIF-2a inh, lowest first:
SMILES	TRPM1 prom inh	CF NFkB block	NR2E3 ag-1	HIF-2a inh	Peg3 promoter	NR2E3 ag-2	aDG glyco act	Shn3 3UTR inh	TWEAK-Fn14 inh
C[C@H](CO)N1C[C@H](C)[C@H](CN(C)C(=O)c2ccc3ccn(C)c3c2)OCc2cnnn2CCCC1=O	.	10	-5	4	3	.	-0.1	-13	-7
O=C(NCCc1c[nH]c2ccccc12)OC1CC2CC1[C@H]1CCCCN1C2=O (some centres undefined)	.	.	-3	12	.	.	0.7	.	-1
COC(=O)c1ccc(CN2CCN(CC(C)C)C(CCO)C2)cc1 (centres undefined)	1	11	-10	14	14	0	0.0	6	1

# (list continues)
SMILES,iPSC survival up,TRPM1 prom inh,CF NFkB block,NR2E3 ag-1,HIF-2a inh,Peg3 promoter,NR2E3 ag-2,aDG glyco act,Shn3 3UTR inh,KKLEB tox,TWEAK-Fn14 inh
COc1ccc(-c2cc(C(F)(F)F)nc(SCCC(=O)N3CCCC3)n2)cc1,-0.7,-9,-4,-17,-1,7,3,0.7,5,-2,17
Cc1c(CCOC(=O)CC23CC4CC(CC(C)(C4)C2)C3)sc[n+]1Cc1ccc([N+](=O)[O-])cc1,-0.3&1.1,-8&-11,-19&-6,-3&-13,-5&6,-17&3,2,-0.2&0.1,-22&9,0&16,-14&-12
Cc1cccc(OCc2nc(-c3cccnc3)no2)c1,-2.2,-12,-13,-14,-103,-89,-2,0.0,-13,11,-18
Cc1ccc(-c2nnc3n2N=C(c2ccccc2Br)CS3)cc1,1.0,-2,14,4,18,10,3,0.9,.,-11,10
CCOc1ccc(N(CC(=O)NC2CCCCC2)C(=O)CCCC(=O)Nc2ccccn2)cc1,-0.1,12,1,-1,10,10,3,-0.1,2,1,21
Cc1cc(C)n2nc(C(=O)NCCc3ccccc3)nc2n1,-1.8,-50,-2,-54,-124,-124,0,-0.3,-40,-4,-9
C=CCn1ccc2c([N+](=O)[O-])cccc2c1=O,1.2,8,6,-4,6,1,1,0.0,-30,2,9
CC(CCc1ccccc1)NC(=O)c1cncc(Br)c1 (centres undefined),-4.0,0,6,13,-5,6,-4,0.1,11,-9,-9
COc1cc(Nc2ccccn2)cc(C(=O)Nc2cccc(C(F)(F)F)c2)c1,-1.0&-0.6,14,2&5,-34&-25,-90&-21,81*!,2,0.4&-0.1,35&6,-8&-23,50*!
Cc1cnc(CNC(=O)c2ccc3oc(Cc4ccc(Cl)cc4)nc3c2)cn1,0.4,-5,7,-1,2,3,1,1.0,-7,4,-14
